# Source: PubChem BioAssay
# TCR activator = Activators of T cell receptors: qHTS campaign; primary human leukocytes, anti-CD3, IL-2 HTRF, 48 h; Potency, µM (top dose mostly 9.22 µM), for the others: at the highest dose activation of IL-2 secretion, usual class: activators; 330,000 tested, under 10 active; further: % of control where 0% means no effect
#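 1) Mix primary human leukocytes, a-CD3 beads and compound. 2) Incubate 48 hr. 3) Add HTRF IL-2 reagents (a-IL-2-K, a-IL-2-d2).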
# MLL CXXC-DNA inh = qHTS Fluorescence Polarization Assay for Inhibitors of MLL CXXC domain - DNA interaction | MLL-CXXC / FITC-HOXA9 DNA fluorescence polarization | actives 0.037% (n = 290,000) | Potency, µM (titrated, usually from 115 µM), without a hit: top-dose activity change, negative = inhibition, most hits filed as inhibitors; active means well fitted inhibition curve with a large enough effect in the polarisation, with a control signal flat, not every such curve was filed as active; inconclusive means small, poorly fitted or top-dose-only effect, or effect the other way, or a change in a side signal; inactive means no such curve, though single readings can be large or run the other way; the % refers to the polarisation; further: potency means the concentration at half of the fitted maximal effect
#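 Fluorescence polarization: 7 uM MLL-CXXC (stock) preincubated 5 min with compounds, then 50 nM fluorescein-HOX-A9 DNA (stock) added; 30 min ambient. Buffer 50 mM Tris-HCl pH 7.5, 50 mM NaCl, 1 mM DTT, 0.05% BSA.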
# AT treatment = qHTS Assay for Identifying a Potential Treatment of Ataxia-Telangiectasia; actives 0.19% (n = 320,000); […] A-T fibroblasts, KAP-1 phosphorylation AlphaLISA; neocarzinostatin DNA damage 30 min before lysis; Potency, µM (series often up to 57.5 µM), without a hit: at the highest dose activation, most hits filed as activators; further: potency means the concentration at half of the fitted maximal effect; % of control where 0% means no effect; nearly all actives have a fitted effect of over 45% in size
#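 hTERT-immortalized A-T patient fibroblasts ([…]), 500 cells/well in OPTI-MEM, 1% FBS, got compounds for 60 min, then NCS for 30 min at 37C. Lysates were then assayed for phospho-KAP-1 by AlphaLISA (anti-pKAP1 donor, anti-KAP1 acceptor beads), 6 hr at 25C.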
# Mito fusion act = qHTS Assay for Small Molecule Inhibitors of Mitochondrial Division or Activators of Mitochondrial Fusion. S. cerevisiae fusion-defective mutant growth rescue, CellTiterGlo 48 h. actives 0.23% (n = 320,000). Potency, µM (series often up to 46.1 µM), for the others: at the top dose growth rescue (activation), most hits filed as activators. AID 485298, 2010;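 further: potency means the concentration at half of the fitted maximal effect; % of control where 0% means no effect; nearly all actives have a fitted effect of over 45% in size; temperature-sensitive fusion mutants such as fzo1-1 at 37 °C on non-fermentable ethanol glycerol medium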
#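 S. cerevisiae fusion-defective temperature-sensitive mutants (e.g. fzo1-1, mgm1-5) grown 48 h at 37C in YPEG (ethanol/glycerol non-fermentable) medium with 23 nl compound per well; growth rescue read as CellTiterGlo luminescence.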
# a7 integrin act = qHTS for Activators of Integrin-Mediated Alleviation for Muscular Dystrophy; alpha7betagal myoblasts, beta-gal FDG fluorescence, 48 h; Potency, µM (series often up to 38.3 µM), without a hit: at the highest dose activation, usual class: activators; actives 0.064% (n = 350,000); AID 624291, 2012;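 further: potency means the concentration at half of the fitted maximal effect; 100% = response of the positive control SU9516; nearly all actives have a fitted effect of over 60% in size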
#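 alpha7betagal+/- myoblasts (passage 13, 250/well) treated 48 h at 37C with compounds at 1:260 dilution of DMSO stock. Lysed, then beta-galactosidase activity read as FDG fluorescence (ex 480/em 540) after 30 min, with pre-read for autofluorescence.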
# MBNL1 CUG block = qHTS Assay for Inhibitors of MBNL1-poly(CUG) RNA binding; Muscleblind-like protein 1 (Homo sapiens), Q9NR56; TR-FRET MBNL1-His/biotin-(CUG)12 binding, 665/545 ratio; Potency, µM (top dose mostly 57.5 µM), for inactives: at the highest dose activity change, negative = inhibition, hits mostly inhibitors; actives 0.036% (n = 280,000); AID 2675, 2010; active means well fitted inhibition curve with a large enough effect in the signal ratio, with a control signal flat, not every such curve was filed as active; inconclusive means small, poorly fitted or top-dose-only effect, or effect the other way, or a change in a side signal; inactive means no such curve, though single readings can be large or run the other way; the % refers to the signal ratio; further: potency means the concentration at half of the fitted maximal effect; on the % scale 0 is the no-effect control and ±100 the full control effect
#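 Compounds (final 92 nM to 58 uM) are added to His-tagged MBNL1 and biotin-(CUG)12, then terbium anti-His antibody and streptavidin-XL665 (5 nM final). After 60 min at room temperature, the 665/545 nm ratio is read.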
# Menin MLL FP TR = qHTS Assay for Inhibitors Targeting the Menin-MLL Interaction in MLL Related Leukemias: Competition With Texas Red Labeled MLL-derived Mutant Peptide | Potency, µM (series often up to 61.6 µM), without a hit: at the highest dose FP activity change, negative = inhibition, hits mostly inhibitors | AID 1768, 2009 | Menin + Texas Red MLL mutant peptide, fluorescence polarization | O00255 | actives 0.23% (n = 270,000); active means well fitted inhibition curve with a large enough effect in the polarisation, with a control signal flat, not every such curve was filed as active; inconclusive means small, poorly fitted or top-dose-only effect, or effect the other way, or a change in a side signal; inactive means no such curve, though single readings can be large or run the other way; the % refers to the polarisation; further: potency means the concentration at half of the fitted maximal effect; % of control where 0% means no effect; many of its hits are not listed in these tables
# ASM inhibitor = Inhibitors of Secretory Acid Sphingomyelinase (S-ASM): qHTS. actives 0.006% (n = 340,000). placental ASM, HMU-PC fluorogenic substrate, 60 min. Potency, µM (doses to about 57.5 µM), for inactives: at the highest dose activity change, negative = inhibition, most hits filed as inhibitors. Sphingomyelin phosphodiesterase (Homo sapiens), P17405; further: potency means the concentration at half of the fitted maximal effect
# Target sequence (P17405 47-631 limits assumed): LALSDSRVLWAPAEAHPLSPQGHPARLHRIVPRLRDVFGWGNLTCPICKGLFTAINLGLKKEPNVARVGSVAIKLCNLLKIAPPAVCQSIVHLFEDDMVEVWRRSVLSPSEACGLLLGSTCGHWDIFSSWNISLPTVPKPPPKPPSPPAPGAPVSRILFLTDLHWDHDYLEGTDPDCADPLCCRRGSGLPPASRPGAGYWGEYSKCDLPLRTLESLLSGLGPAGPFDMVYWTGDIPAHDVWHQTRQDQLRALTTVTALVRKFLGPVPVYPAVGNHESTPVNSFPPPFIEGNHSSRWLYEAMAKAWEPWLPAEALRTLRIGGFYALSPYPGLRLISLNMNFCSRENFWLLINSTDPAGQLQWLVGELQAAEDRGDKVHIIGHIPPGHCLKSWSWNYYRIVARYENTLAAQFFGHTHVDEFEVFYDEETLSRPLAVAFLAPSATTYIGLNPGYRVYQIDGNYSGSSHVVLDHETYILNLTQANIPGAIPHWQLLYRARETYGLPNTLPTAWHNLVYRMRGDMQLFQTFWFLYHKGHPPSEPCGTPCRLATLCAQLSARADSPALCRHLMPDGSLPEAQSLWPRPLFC
#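 Steps: dispense placental human ASM, pin compound, wait 10 min at room temperature, add HMU-PC0 substrate at 9 uM final, incubate 60 min at 37 °C, add stop solution raising pH to 10, read fluorescence.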
# TSHR antagonist = Antagonists of the Thyroid Stimulating Hormone Receptor: HTS campaign. actives 0.2% (n = 330,000). activity change, negative = inhibition, % at 11.5 µM. Thyrotropin receptor (Homo sapiens), P16473. TSHR-expressing cells, TSH-stimulated cAMP HTRF, 2 h; active compounds read low;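 active means activity change below a set negative limit, meaning inhibition stronger than a set level, cut at about -70% in these data; inconclusive means activity change between two set negative limits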; further: on the % scale 0 is the no-effect control and ±100 the full control effect
#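 Read-out is FRET at 665 nm (cryptate excitation 337 nm) from a cryptate-tagged anti-cAMP antibody, competed by cell cAMP against cAMP-d2. Compounds are tested on freshly harvested TSHR cells challenged with 4nM TSH (EC80) for 2 hours at 37 deg C.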
# PTAP TSG101 blk = qHTS Assay for Iinhibitors of HIV-1 Budding by Blocking the Interaction of PTAP/TSG101; Tumor susceptibility gene 101 protein (Homo sapiens), Q99816; Fluorescence polarization, FITC-PTAP peptide / Tsg101 binding; Potency, µM (doses to about 115 µM), without a hit: at the highest dose activity change, negative = inhibition, actives largely listed as inhibitors; 340,000 tested, under 10 active; AID 493005, 2010; active means well fitted inhibition curve with a large enough effect in the main read-out, with a control signal flat, not every such curve was filed as active; inconclusive means small, poorly fitted or top-dose-only effect, or effect the other way, or a change in a side signal; inactive means no such curve, though single readings can be large or run the other way; further: potency means the concentration at half of the fitted maximal effect; % of control where 0% means no effect
# Target sequence (Q99816 whole entry, looked up): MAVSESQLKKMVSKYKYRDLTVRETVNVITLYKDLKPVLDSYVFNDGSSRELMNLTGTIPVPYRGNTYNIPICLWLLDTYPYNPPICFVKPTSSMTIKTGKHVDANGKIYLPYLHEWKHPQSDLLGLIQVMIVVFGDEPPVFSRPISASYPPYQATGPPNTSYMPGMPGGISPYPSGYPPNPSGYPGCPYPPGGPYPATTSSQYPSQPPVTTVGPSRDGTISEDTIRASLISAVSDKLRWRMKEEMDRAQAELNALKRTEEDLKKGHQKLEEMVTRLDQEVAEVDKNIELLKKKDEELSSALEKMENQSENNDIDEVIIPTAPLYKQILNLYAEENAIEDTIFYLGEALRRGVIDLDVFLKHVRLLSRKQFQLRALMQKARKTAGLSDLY
#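 Fluorescence anisotropy tracks displacement of a FITC-tagged PTAP peptide (50 nM) from the Tsg101 binding domain (10 uM), following a 20 min room-temperature incubation at pH 7.5.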
# * marks the source's active call; other numbers are inactive results; ? = inconclusive; nt = no result given; [ ] = dose if it differs, or a comment. Unless noted, the call rests on the fitted dose curve; in most records, active means well fitted curve in the direction sought with a large enough effect; inconclusive means small, poorly fitted or top-dose-only effect, or another doubt; inactive means no such curve, though single readings can be large; an effect the other way counts as inactive or inconclusive. Some of the compounds tested, so the mix of outcomes need not match the whole.
SMILES,TCR activator,MLL CXXC-DNA inh,AT treatment,Mito fusion act,a7 integrin act,MBNL1 CUG block,Menin MLL FP TR,ASM inhibitor,TSHR antagonist,PTAP TSG101 blk
C=CCn1c(SCC(=O)Nc2c(C)n(C)n(-c3ccccc3)c2=O)nnc1-c1cccnc1,1.1%,nt,13.7%,nt,-0.3%,nt,nt,-0.1%,-10.7,-3.2%
COc1ccc(NC(=O)CC2C(=O)N(c3cccc(OC)c3)C(=O)N2CCC(C)C)cc1 (centres undefined),-4.7%,?,0.1%,16.3%,-10.8%,-2.3%,4.7%,-4.0%,10.6,-5.9%
O=C(O)C1C2C=CC(C2)C1C(=O)Nc1ccc(Cl)c(Cl)c1 (centres undefined),2.9%,-5.4%,12.0%,2.9%,-21.5%,-4.5%,-5.6%,1.0%,-5.4,2.3%
COc1ccc2[nH]c(C(=O)N3CCC(Cc4ccccc4)CC3)cc2c1,4.0%,-0.1%,-2.9%,-9.3%,12.9%,?,?,-23.2%,1.9,0.7%
COc1cccc(N2CCN(c3ccc4nnc(CCC(=O)Nc5ncccc5C)n4n3)CC2)c1,-19.3%,0.2%,2.1%,-3.0%,15.9%,7.0%,-0.3%,-1.6%,-4.0,-0.1%
Cn1c(CNC(=O)c2ccco2)nnc1SCC(=O)N1c2ccccc2Sc2ccccc21,-1.9%,4.5%,0.3%,0.8%,-14.3%,-1.7%,-4.0%,-1.4%,1.6,1.5%
COCCCNC(=O)c1ccc(N(C)S(=O)(=O)c2ccc(OC)cc2)cc1,-3.2%,-0.4%,1.0%,-0.2%,13.0%,-6.3%,-4.3%,4.8%,-6.8,-2.1%
CCc1ccc(-c2cc(C)no2)cc1S(=O)(=O)Nc1cccc(CN2CCCC2)c1,-1.6%,-6.6%,0.9%,1.5%,-17.3%,?,-3.4%,-0.5%,-2.4,1.7%
CCOC(=O)CSc1nnc(CNc2ccc(Cl)cc2)n1Cc1ccccc1,3.8%[46.1 µM],26.0%,-8.0%,18.5%,-2.6%,-10.0%,-6.1%,-7.6%,-11.5,-5.0%
CCOC(=O)c1cc(-c2ccc(OC)cc2)n(CCC(=O)NC2CCN(Cc3ccccc3)CC2)c1C,12.1%,3.3%,-2.2%,2.1%,-55.0%[inhibitor],nt,-24.4%,2.5%,10.2,0.6%
CS(=O)(=O)C1=NSC2=NC(=O)/C(=C\c3ccc(OC(=O)c4ccco4)cc3)C(=N)N21,nt,47.6%[activator],-7.3%,-12.8%,nt,21.6%,?,nt,-13.9,nt
O=c1c2ccccc2nc2n1C(CSc1ccc(Br)cc1)CN2 (centres undefined),0.6%,-3.8%,-6.3%,-2.2%,17.9%,1.8%,nt,-0.3%,28.4,-4.1%
CC1CC(=O)N(CC(=O)Nc2cccc(F)c2)c2ccccc2S1(=O)=O (centres undefined),-0.6%,-4.7%,4.0%,2.8%,7.9%,-2.7%,11.6%,2.9%,21.4,0.6%
CC1(C)Cc2c(c(-c3ccccc3)nc(N3CCOCC3)c2C(N)=O)CO1,3.3%,-1.5%,nt,-6.5%,-0.9%,-1.2%,-8.4%,-2.7%,2.1,-0.7%
Cc1nonc1NC(=O)c1ccccc1Br,-3.1%,2.5%,nt,2.0%,20.1%,-11.8%,-11.4%,2.0%,nt,3.0%
O=[N+]([O-])c1ccccc1S(=O)(=O)Nc1ccc(S(=O)(=O)Nc2nccs2)cc1,2.4%,13.7%,2.4%,5.0%,-0.3%,21.5%,15.7%,0.5%,-9.9,-1.4%
COc1ccc(-c2nn(-c3ccccc3)cc2/C=N/Nc2ccccn2)cc1,nt,-10.4%,3.0%,-1.5%,nt,-6.7%,?,nt,6.8,nt
CCOC(=O)N1CCN(C(=O)CN2C(=O)NC(c3ccccc3)(c3ccccc3)C2=O)CC1,-2.3%,11.7%,6.6%,7.5%,-13.5%,-8.9%,nt,-1.0%,3.7,1.1%
C#CCNC(=O)C1=C[C@@H](c2ccc3c(c2)OCO3)C[C@@H](OCCCCO)O1,-5.0%,nt,nt,nt,-7.2%,nt,nt,3.8%,nt,-3.4%
CC1CCN(CC(=O)N2c3ccccc3CC2C)CC1 (centres undefined),nt,-2.4%,-3.5%,6.6%,-1.7%,nt,-5.3%,-2.0%,6.6,-6.3%
CCOC(=O)NC1=NCC(C)S1 (centres undefined),4.5%,3.4%,3.5%,2.3%,6.9%,-5.2%,-11.9%,-0.2%,-3.0,-3.6%
O=C(COC(=O)C1COc2ccccc2O1)NC(=O)NC1CCCC1 (centres undefined),-6.9%,11.1%,-0.5%,-1.8%,3.5%,-3.6%,20.5%,-2.8%,-1.2,-1.0%
NC(=S)Nc1ncc(CCN2CCOCC2)c(-c2ccc(F)cc2)n1,4.6%,-8.6%,3.7%,1.6%,-5.2%,-11.4%,-1.8%,0.8%,-0.2,-4.4%
C[C@@H]1CN([C@H](C)CO)C(=O)c2cc(NC(=O)c3ccncc3)ccc2O[C@@H]1CN(C)C(=O)Nc1ccccc1,4.7%,nt,-3.4%,nt,6.0%,nt,nt,-20.5%,19.0,-1.3%
Cc1c(Cl)cccc1NC(=S)NCC(c1cccnc1)N(C)C (centres undefined),-0.6%,7.4%,-1.2%,?,0.9%,-2.6%,5.9%,12.3%,-3.1,1.0%
N/C(Cc1ccc([N+](=O)[O-])cc1)=N\OC(=O)c1ccccc1Br,4.6%[46.1 µM],10.4%,5.8%,-20.0%,-5.9%,?,5.9%,-1.3%,-6.6,-1.8%
Cc1cc2oc(=O)cc(C)c2cc1NC(=O)CCC(=O)O,-7.4%,10.5%,4.1%,-2.9%,6.8%,-4.9%,-12.7%,5.5%,0.0,-13.4%
O=C(O)c1ccc(NN=Cc2cc(=O)[nH]c(=O)[nH]2)cc1,5.0%,nt,nt,nt,19.5%,nt,nt,-0.7%,nt,0.6%
Cc1ccc2c(CC(=O)Nc3cccc(S(=O)(=O)N4CCOCC4)c3)coc2c1,0.4%,-0.3%,2.7%,-6.6%,-25.4%,-0.5%,?,-4.9%,-8.3,-1.6%
COc1ccc(OCC(=O)Nc2c3c(nn2-c2ccc(OC)cc2)CS(=O)(=O)C3)cc1,-9.8%,9.0%,2.1%,0.7%,-1.7%,-9.9%,nt,1.4%,-5.7,nt
Cc1ccc(/C=N/n2c(C)nnc2C)cc1,0.1%,0.9%,8.3%,-1.3%,1.5%,1.1%,-19.9%,1.0%,5.6,1.2%
N=c1c2c(-c3ccccc3)c(-c3ccccc3)oc2ncn1CCCN1CCOCC1,4.5%,-0.2%,-5.4%,0.5%,-30.5%,6.2%,-2.5%,4.6%,-12.2,-11.4%
CCOC(=O)N1CCN(C(=O)Cn2ncc3ccccc32)CC1,-0.3%,10.4%,8.7%,-3.4%,20.9%,-2.1%,-1.2%,6.3%,-5.4,4.9%
COc1ccc(/C=C/C(=O)NC(=S)N2CCCCC2)cc1OC,1.7%,-8.1%,-4.6%,-13.7%,2.4%,16.1%,-8.5%,-1.1%,-4.5,-2.0%
O=C(CNC(=O)c1ccc(Br)o1)NC1CCCCC1,0.6%,9.9%,5.2%,1.3%,0.0%,0.6%,-9.1%,3.3%,-4.1,-1.0%
CC1CCCCC12NC(=O)N(CC(=O)NCc1ccco1)C2=O (centres undefined),-19.6%,nt,6.5%,-4.8%,7.6%,nt,nt,1.5%,125.4,-4.9%
CC(C)CCC(CCNCc1ccccn1)c1ccc2c(c1)OCO2 (centres undefined),1.6%,7.3%,-1.5%,-40.4%[inhibitor],-68.8%[inhibitor],5.3%,?,2.9%,1.2,1.3%
Cc1cc(C)c(NC(=O)c2c[nH]c(=S)n2-c2ccc(F)cc2)c(C)c1,5.7%,13.1%,-5.1%,-0.4%,-16.8%,-0.7%,9.8%,-1.4%,4.4,-3.9%
